# HT1080 IDH1KD tx: toxicity to HT-1080 IDH1 knockdown cells (counter line); HT-1080 IDH1 knockdown viability, ATP luminescence, 48 h; Potency, µM (series often up to 46.1 µM), for inactives: top-dose activity, negative = toxicity, usual class: cytotoxic; 360,000 compounds, 2% hits;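 note: potency is the fitted concentration of half-maximal effect; 0% = DMSO wells and -100% = cell-free medium wells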
#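 In this qHTS, HT-1080 cells depleted of IDH1 are exposed for 48 h at 37 °C to compound titrations. Toxicity is scored from CellTiter-Glo luminescence, with DMSO as full viability and medium alone as none.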
# KB-V1 MDR tox: KB-V1 MDR subline cytotoxicity. 400,000 compounds, 3.4% hits. Potency, µM (series often up to 46.1 µM), for the others: at the top dose activity change, negative = cytotoxicity, most hits filed as cytotoxic. KB-V1 MDR cells viability, CellTiter-Glo, 72 h; note: potency is the fitted concentration of half-maximal effect; % is set by controls: 0 for no effect and ±100 for the full control effect; nearly all actives have a fitted effect of over 60% in size
#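 Readout: CellTiter-Glo luminescence, 10 min after addition. Cells: KB-V1 MDR subline, 72 h at 37 degrees C with compound. Analysis: corrected, normalized data fitted to concentration-effect curves.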
# HT1080NT lethal: kills 2HG-producing HT-1080-NT fibrosarcoma cells | HT-1080-NT fibrosarcoma viability, CellTiter-Glo ATP luminescence, 48 h | 360,000 compounds, 1.6% hits | AID 686970 | Potency, µM (doses to about 46.1 µM), without a hit: top-dose activity, negative = less viability, hits mostly cytotoxic;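 note: NT is the 2HG producing partner of a matched IDH1 knockdown line; potency is the fitted concentration of half-maximal effect; 0% = DMSO-treated cells and -100% = media-only wells without cells; nearly all actives have a fitted effect of over 55% in size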
#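 Compounds were tested in concentration-response format on HT-1080-NT cells for 48 hours at 37 degrees C. Cell viability came from CellTiter-Glo luminescence; curves were classified by r2, response magnitude and activity.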
# SW480 rereplic: inducers of DNA re-replication in SW480 colon cancer cells. SW480 DNA re-replication, Hoechst DNA content imaging, 48 h. Potency, µM (doses to about 46.1 µM), for inactives: at the highest dose re-replication activation, hits mostly activators. 340,000 compounds, 1.8% hits. AID 624297; note: potency is the fitted concentration of half-maximal effect; % of control where 0% means no effect; nearly all actives have a fitted effect of over 55% in size
#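 Image-based read-out: total Hoechst fluorescence of nuclei (405 nm excitation, 500-530 nm emission), with hits raising the fraction of high-intensity nuclei. SW480 colon cells incubated 48 hr with compounds at 37 C.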
# MCF10A rereplic: induces DNA re-replication in MCF 10a normal breast cells. Potency, µM (doses to about 46.1 µM), inactives show at the highest dose activity, positive = re-replication, hits mostly activators. 350,000 compounds, 2.9% hits. MCF 10A DNA re-replication, Hoechst nuclear intensity, 48 h; note: potency is the fitted concentration of half-maximal effect; % of control where 0% means no effect; nearly all actives have a fitted effect of over 50% in size
# S2 tox: reduces viability in counter-screen for ATXN expression inhibitors. S2 cells (HEK-293 line with an ATXN2-luciferase reporter) viability, CellTiter-Fluor protease fluorescence, 24 h. Potency, µM (series often up to 56.7 µM), usual class: cytotoxic. 400,000 compounds, 0.49% hits. AID 651635; note: potency is the fitted concentration of half-maximal effect; nearly all actives have a fitted effect of over 40% in size
# KB-3-1 tox: KB-3-1 parental cell cytotoxicity; 400,000 compounds, 1.4% hits; KB-3-1 viability, CellTiter-Glo ATP luminescence, 72 h; Potency, µM (series often up to 46.1 µM), for the others: at the highest dose activity change, negative = cytotoxic, actives largely listed as cytotoxic; note: potency is the fitted concentration of half-maximal effect; % is set by controls: 0 for no effect and ±100 for the full control effect; nearly all actives have a fitted effect of over 60% in size
#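 Parental KB-3-1 viability, qHTS format: 72 h compound exposure, 37 °C; CellTiter-Glo; media-only wells and DMSO plates as controls; concentration-effect fits on corrected data.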
# ATXN2 expr inh: inhibitors of ATXN2 expression. HEK-293 ATXN2-luciferase reporter, luminescence, 24 h. Potency, µM (top dose mostly 57 µM), for the others: at the highest dose activity change, negative = inhibition, hits mostly inhibitors. 360,000 compounds, 0.72% hits. AID 1745845; note: potency is the fitted concentration of half-maximal effect; % is set by controls: 0 for no effect and ±100 for the full control effect; nearly all actives have a fitted effect of over 55% in size
#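 ATXN2-luciferase reporter cells (luciferase flanked by upstream and downstream ATXN2 gene portions) were treated 24 h at 37 °C with compounds at up to 57 uM. SteadyGlo luminescence gave expression; GF-AFC fluorescence gave viability.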
# IL-1B inflam inh: inflammasome signaling inhibition, IL-1 beta readout | THP-1 LPS/ATP IL-1B secretion, AlphaLISA, 16 h; active compounds read low | activity change, % at 57.5 µM | 360,000 compounds, 4.7% hits; in the data active = activity change below about -50%; inconclusive = mostly about -30% to -49%; note: % is set by controls: 0 for no effect and ±100 for the full control effect
#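 THP-1 cells pretreated 1 hr with compounds (up to 57.5 uM final), then stimulated with LPS (250 ng/mL final) plus ATP (1.25 mM final); secreted IL-1B measured by AlphaLISA after 16 hr, decreased signal indicating inhibition.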
# Active calls of the source: *; i = inactive; u = inconclusive; x = no result given; & = joins results of further samples; ! = a repeat was not active; [ ] = dose if it differs, or a comment. Unless noted, calls come from the whole dose curve; as a rule, active = well fitted curve in the direction sought with a large enough effect; inconclusive = small, poorly fitted or top-dose-only effect, or another doubt; inactive = no such curve, though single readings can be large; an effect the other way counts as inactive or inconclusive.
# Every second line gives: HT1080 IDH1KD tx, KB-V1 MDR tox, HT1080NT lethal, SW480 rereplic, MCF10A rereplic, S2 tox, KB-3-1 tox, ATXN2 expr inh, IL-1B inflam inh
1) COc1cccc(C2=NO[C@@H]3C(=O)N(Cc4ccccc4)C(=O)[C@H]23)c1OC
→ 10.7%, 4.4%, 13.4%, -15.3%, 0.8%, i, 3.8%, 3.5%, 6.4
2) Cc1ccc2c(CN3CC(C)CC(C)C3)cc(=O)oc2c1C (configuration not stated)
→ -9.1%, -20.3%, -1.5%, -1.2%, u, i, 3.5%, -7.3%, 11.8
3) Cc1ccc(S(=O)(=O)NCc2ccccc2)cc1C(=O)NC(C)c1ccc(S(N)(=O)=O)cc1 (configuration not stated)
→ 6.7%, 9.2%, 2.5%, u, -1.2%, i, 0.2%, 2.2%, 6.1
4) Cc1ccccc1NS(=O)(=O)c1cc(C(=O)NCCC2=CCCCC2)ccc1Cl
→ u, -11.7%, -1.2%, 10.3%, u, u, -16.3%, -13.4%, -0.3
5) Cc1cc(C)cc(NC(=O)C(=O)NCC(c2ccc3c(c2)OCO3)N2CCN(C)CC2)c1 (configuration not stated)
→ x, -4.0%, x, x, x, u, -9.2%, -37.9%, x
6) CCOc1ccc(NC(=O)CSc2nc3c(c(=O)n2-c2ccccc2OC)SCC3)cc1
→ -10.0%, -14.7%, -8.1%, -3.8%, -9.7%, u, -12.0%, -2.2%, -20.8
7) COc1ccc(S(=O)(=O)N(CC(=O)NCC2CCCO2)Cc2ccccc2)cc1 (configuration not stated)
→ -2.0%, -19.6%, -3.6%, -5.8%, -1.9%, i, 8.5%, -8.5%, -10.2
8) Cc1c(C)c2ccc(OCC(=O)NCCCN3CCCC3=O)cc2oc1=O
→ 9.8%, 0.0%, 3.3%, -5.8%, -2.5%, i, -1.8%, x, -3.3
9) O=C(OCc1ccccc1)c1cnc(Cl)c(Cl)c1
→ 7.4%, 9.2%, -0.2%, 9.2%, -0.1%, i, 4.0%, 4.0%, -3.7
10) O=C1N(c2ccccc2)CCN1c1ccccc1
→ 7.0%, -4.9%, 2.1%, -3.0%, -5.6%, i, -20.8%, x, 4.7
11) Cc1cc(NC(=O)CN2CCCCC2C)no1 (configuration not stated)
→ 15.8%, 10.9%, 8.7%, -9.7%, 0.6%, i, -4.7%, u, -8.4
12) Cc1ccc(C)c2c(SC(C)C(=O)NCc3ccco3)nc(-c3ccccc3)nc12 (configuration not stated)
→ -1.0%, -0.3%, 0.3%, -3.1%, -5.6%, i, -3.8%, -11.6%, -0.5
13) CCOc1ccc(OCC)c(NC(=O)Cn2ncc3c4ccccc4n(Cc4ccccc4)c3c2=O)c1
→ x, u, x, x, x, i, 4.2%, 7.4%, x
14) O=C(CCNS(=O)(=O)c1ccc(Cl)cc1)N1CCN(c2ncccn2)CC1
→ -0.3%, u, 4.3%, -3.3%, 6.5%, i, u, 5.6%, 2.2
15) Cc1cccc2cc(CN(Cc3cccs3)C3(c4nnnn4C4CCCC4)CCCC3)c(=O)[nH]c12
→ -0.1%, -5.3%, -1.0%, 0.6%, -0.5%, i, -29.4%, -6.1%, 3.6
16) Cc1cccc(C(=O)NCCCNC(=O)c2ccccn2)c1
→ 3.5%, 9.9%, 1.7%, -23.7%, -20.8%, i, 8.2%, -5.0%, 26.1
17) CC(C)C(c1nnnn1CC1CCCO1)N1CCN(C2CCCC2)CC1 (configuration not stated)
→ 7.5%, -2.1%, 9.7%, -1.0%, -0.3%, i, -0.4%, -2.9%, 5.1
18) CC1=CC(=O)C(C(C)C)=C/C1=N/OC(=O)c1cccc([N+](=O)[O-])c1
→ -17.5%[9.24 µM], 10.3%, 10µM*, 0.4%, 2.5%, i, 1.0%, 24.7%, -100.6*
19) O=C1CCC/C1=C\c1ccccc1
→ 4.4%, 3.2%, -1.7%, -0.6%, -0.9%, i, -0.4%, x, 10.2
20) COc1ccc(S(=O)(=O)N2CCOCC2)cc1C(=O)Nc1cccc(C(=O)NC2CC2)c1
→ 8.5%, u, 4.8%, x, x, i, -13.6%, x, -0.5
21) O=C(O)c1ccc(N2CCCCC2)cc1
→ 0.1%, 1.0%, 6.8%, 2.5%, -2.0%, i, 3.4%, -0.7%, -2.7
22) O=C1C2C3c4ccccc4C(c4ccccc43)[C@@H]2C(=O)N1c1ccccn1 (some centres not stated)
→ 0.4%, -2.8%, -9.8%, -8.4%, 0.5%, i, 3.4%, -6.5%, 9.9
23) COC(=O)C1=NN(C(C)=O)C2(CC(=O)N(c3cc(C)cc(C)c3)C2=O)C1 (configuration not stated)
→ 17.8%, 22.6%, 13.0%, -0.2%, 4.4%, i, -0.7%, -21.3%, 11.1
24) Cc1ccc(N2CCN(C(=O)c3cn(C)c4ccc(S(=O)(=O)N5CCC(C)CC5)cc4c3=O)CC2C)cc1 (configuration not stated)
→ x, 0.9%, x, x, x, i, -17.3%, -6.8%, x
25) Cc1c(C(=O)N2CCOCC2)c(S(=O)(=O)Nc2cccc(C#N)c2)c(C)n1C
→ 16.7%, -1.3%, -2.0%, -6.5%, -1.7%, i, 23.2%, 4.1%, -15.5
26) N#C/C(=C(/O)COC(=O)CCCNC(=O)c1ccc(Cl)cc1)c1nc2ccccc2[nH]1
→ -3.3%, -2.0%, -0.1%, 4.4%, 24.3%, x, u, u, 144.3
27) CN(Cc1ccccc1)C(=O)C(=O)c1ccccc1
→ 27.6%, -11.5%, 10.5%, x, x, x, 8.3%, x, -2.7
28) O=C(NCCc1ccccc1)c1ccc([N+](=O)[O-])cc1
→ 9.0%, 3.0%, 16.9%, -4.4%, -6.9%, i, 8.9%, -20.2%, -23.5
29) CCc1ccc(N2C(=O)CC(N(CC3CCCO3)C(=O)/C=C/C(=O)O)C2=O)cc1 (configuration not stated)
→ 11.4%, 9.4%, 10.8%, -693.2%[inhibitor], -6.0%, i, -2.2%, -9.1%, 17.7
30) COc1ccc(C(=O)NNC(=O)CSc2nnc(COc3ccccc3OC)n2C)cc1
→ -4.4%, 25.5%, 6.4%, -5.8%, 4.8%, i, 18.3%, 22.9%, 15.6
31) Cc1cc(CC(=O)O)n(C)c1C(=O)c1ccc(Cl)cc1
→ -4.0%, 8.8%, 0.1%, -53.1%&1.6%&2.1%[inhibitor], 29.9µM*!, i, 0.0%, 1.1%&-1.2%, 7.4
32) Cc1n[nH]c(C)c1N1C(=O)c2cccc3cc(Br)cc(c23)C1=O
→ -11.4%, 21.7%, -16.7%, -6.3%, -1.5%, i, 0.7%, 6.4%, -21.2
33) CCCCn1c(N)c(N(CC(C)C)C(=O)CSCc2c(C)noc2C)c(=O)[nH]c1=O
→ 9.6%, 8.3%, 7.4%, -4.1%, 0.1%, i, u, -6.6%, 12.1
34) Cc1cc(C)cc(NS(=O)(=O)c2ccc(N3CCCCS3(=O)=O)cc2)c1
→ x, u, x, x, x, i, -9.8%, -24.3%, x
35) COc1ccc(C(=O)C2CCCN(Cc3cnc(N4CCOCC4)s3)C2)cc1F (configuration not stated)
→ -14.6%, u, -26.4%, 0.0%, -6.8%, u, -26.6%, u, 35.2
36) COc1ccc(CCNC(=O)COC(=O)c2cc(Cl)nc(Cl)c2)cc1
→ -0.1%, 0.0%, 9.2%, -9.5%, 5.6%, i, u, x, -1.2
37) CC(=O)c1c(C)[nH]c(C(=O)NCCc2ccccc2)c1C
→ 5.9%[9.24 µM], u, 2.9%, -7.5%, 10.9%, i, -9.0%, 8.3%, -3.5
38) C=CC[C@@H](CC(=O)N(CCO)Cc1ccccc1)C(=O)N[C@H](COC(=O)[C@@H](CC=C)CC(=O)OC(C)(C)C)c1ccccc1
→ -5.1%, u, u, u, -0.5%, x, u, u, -71.6*
39) CC(=O)c1ccc(NC(=O)CSc2nnc(-c3ccco3)o2)cc1
→ 9.2%, 13.4%, 6.9%, 8.2%, -1.8%, i, 7.0%, 42.1%[activator], -0.2
40) Cc1ccc(C)c(-c2ccc(=O)n(Cc3ccc(F)cc3Cl)n2)c1
→ -22.7%, -10.0%&-29.5%, -13.0%, 17.3%, u, u, u, -20.1%&-23.8%, -74.7*
41) CCOC(=O)c1cc2c(=O)n3ccccc3nc2n(CCOC)c1=NC(=O)c1c(-c2c(F)cccc2Cl)noc1C
→ u, u, u, u, 18.4µM*, i, u, -22.2%&-5.7%, -55.1*
42) CSc1cccc(NC(=O)C2CCN(S(C)(=O)=O)CC2)c1
→ 6.8%, -0.6%, 7.5%, -1.8%, -11.2%, i, 15.1%, -4.5%, -11.8
43) CCOC(=O)c1cc(-c2cccc([N+](=O)[O-])c2)on1
→ -0.2%, -4.6%, -1.8%, -2.1%, -26.4%, i, -7.0%, 5.7%, -11.1
44) Cc1cccc(/C=N\NC(=O)c2sccc2-n2cccc2)c1
→ 0.1%, 2.4%, 1.7%, 1.2%, 7.4%, i, -0.3%, 17.0%, -14.8
45) CSCCC(NC(=O)c1ccc([N+](=O)[O-])cc1Cl)C(=O)OC(C)C(=O)NCc1ccco1 (configuration not stated)
→ 5.7%, 10.7%, 6.6%, -0.2%, 2.8%, i, 2.0%, 5.8%, 6.4
46) CC(NC(=O)CSc1ncn[nH]1)c1ccc(Cl)cc1Cl (configuration not stated)
→ 0.4%, 9.5%, -13.0%, 6.4%, 4.3%, i, -11.9%, u, -28.0
47) Cc1ccc(S(=O)(=O)/N=C2/NC(=O)/C(=C\c3cc(Br)cc(Br)c3O)S2)cc1
→ -9.2%, -1.8%, -24.0%, u, u, i, -3.0%, -2.6%, 9.4

# Source: PubChem BioAssay (National Center for Advancing Translational Sciences (NCATS))

# An unsorted share of the library; 11% or so of the library scored in one or more.
